Screens: PubChem BioAssay, several laboratories
TRPC6 act – activators of mouse TRPC6 channel; actives 0.13% (n = 310,000); B-score at 10 µM; AID 2550; HEK293-TRPC6 membrane potential dye fluorescence; active compounds read high; Q61143;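 active = B-score of the integrated fluorescence ratio above library mean plus 3 SD, and starting fluorescence ratio within library mean plus 5 SD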;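 also: higher score means more depolarization so channel activation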
Target sequence (Q61143 whole entry, looked up): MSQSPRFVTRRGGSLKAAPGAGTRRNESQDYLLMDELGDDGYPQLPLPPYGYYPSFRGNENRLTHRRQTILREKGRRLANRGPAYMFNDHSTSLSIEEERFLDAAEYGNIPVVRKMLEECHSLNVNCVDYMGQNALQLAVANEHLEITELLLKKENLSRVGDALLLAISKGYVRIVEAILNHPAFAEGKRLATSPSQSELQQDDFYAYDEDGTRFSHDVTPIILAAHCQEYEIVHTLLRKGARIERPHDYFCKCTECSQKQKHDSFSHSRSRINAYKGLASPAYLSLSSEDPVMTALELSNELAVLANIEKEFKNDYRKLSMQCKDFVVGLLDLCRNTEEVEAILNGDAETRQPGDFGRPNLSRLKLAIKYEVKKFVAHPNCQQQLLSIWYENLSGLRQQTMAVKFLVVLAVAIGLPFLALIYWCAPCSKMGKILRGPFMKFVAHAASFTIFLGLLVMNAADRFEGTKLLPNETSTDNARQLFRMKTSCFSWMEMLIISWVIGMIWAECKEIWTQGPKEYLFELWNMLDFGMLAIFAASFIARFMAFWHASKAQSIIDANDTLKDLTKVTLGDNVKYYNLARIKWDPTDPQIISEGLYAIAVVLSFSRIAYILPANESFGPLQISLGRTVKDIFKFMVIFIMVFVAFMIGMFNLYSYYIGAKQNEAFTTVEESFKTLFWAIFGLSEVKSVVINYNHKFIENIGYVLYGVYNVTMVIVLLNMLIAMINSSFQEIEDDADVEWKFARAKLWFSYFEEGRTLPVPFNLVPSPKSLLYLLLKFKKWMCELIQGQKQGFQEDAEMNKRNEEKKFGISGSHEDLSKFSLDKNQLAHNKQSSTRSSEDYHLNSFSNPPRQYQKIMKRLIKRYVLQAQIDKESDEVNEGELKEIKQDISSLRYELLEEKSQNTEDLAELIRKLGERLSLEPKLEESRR
RGS4 act – RGS4 potentiation or activation; B-score at 10 µM; actives 0.92% (n = 310,000); HEK293 M3R/inducible RGS4, carbachol calcium flux Fluo4; active compounds read low;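 active = B-score of the integrated calcium signal more than 4 SD below the library mean, with starting fluorescence not abnormally high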;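 also: negative B-score means reduced calcium response which marks RGS4 activation or potentiation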
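Assay system: Inducible-RGS4 HEK293 cells carrying M3 receptor | Schedule: Compound preincubation 20 min at room temperature before agonist | Signal: Kinetic calcium fluorescence imaging with Fluo4-AM dye, 2 µM | Read-out basis: B score from integrated fluorescence ratio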
MrgX1 ag – activates human MrgX1 receptor signaling; actives 0.44% (n = 310,000); Q96LB2; B-score at 10 µM; MrgX1-HEK293 cells, Fluo-4 calcium fluorescence, agonist mode; active compounds read high;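 active = calcium response B-score plate-corrected fluorescence ratio at least 3 library SD, with starting fluorescence B-score inside 5 SD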
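Assay system: stable human MrgX1 HEK293 cell line. Quantity: 15,000 cells per well. Schedule: cells plated overnight, dye loaded 0.5 h 37 °C, 0.5 h room temperature. Detection: Fluo-4 NW calcium-flux fluorescence, kinetic read. Read-out basis: peak-minus-minimum fluorescence over baseline, converted to B scores. Control set: positive and negative control wells on each plate.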
ANO1 block – blocks the mouse calcium-activated chloride channel TMEM16A. Q8BHY3. HEK293 TMEM16A/YFP iodide influx fluorescence, ionomycin. normalized B-score (activity score, 25-100; higher = stronger inhibition) at 10 µM. actives 1.2% (n = 310,000). AID 588511;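 active = ratio plate-corrected score three or more library SD toward inhibition, starting fluorescence score within five deviations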;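 also: score derived from kinetic fluorescence span divided by baseline fluorescence per well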
HDAC3 inhib – human HDAC3 inhibition | O15379 | recombinant HDAC3, fluorogenic peptide/trypsin coupled, fluorescence | inhibition, % at 8.3 µM | actives 0.15% (n = 320,000) | AID 2718; in the data active = inhibition above about 26%, passing the limit was not always enough
TRPC6 inh – inhibitors of mouse TRPC6 channel; actives 1.1% (n = 310,000); B-score at 10 µM; HEK293-TRPC6, membrane potential dye, ACh-evoked depolarization; active compounds read low; Q61143;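 active = B-score under library mean minus 3 SD, initial fluorescence not abnormally high, positive integrated signal ratio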;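 also: B-score derived from integrated fluorescence ratio over the kinetic read; more negative B-score means stronger inhibition of depolarization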
SKKanGAS inh – SKKanGAS growth inhibition; inhibition, % at 7.5 µM; AID 1662; S. pyogenes SKKanGAS, kanamycin growth, BacTiter-Glo, 6 h; actives 1.3% (n = 300,000);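 active = mean replicate score, as percent of positive control median, at least 50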;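 also: strain carries kanamycin resistance gene driven by streptokinase promoter and grows in 40 µg/ml kanamycin; loss of luminescence reflects streptokinase promoter inhibition or plain growth inhibition; 0% = median of DMSO wells and 100% = positive control at its reference dose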
ANO1 activ – activates or potentiates the mouse TMEM16A chloride channel; Q8BHY3; HEK293 TMEM16A/YFP-H148Q/I152L, iodide quench fluorescence; active compounds read low; B-score at 10 µM; actives 0.3% (n = 340,000); AID 623877;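 active = fluorescence-ratio B-score plate-corrected deviation score at least 3 library SD below zero, with starting fluorescence score within 5 deviations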;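 also: channel opened by trigger with iodide after compound preincubation; score built on the fluorescence ratio of max minus min over baseline; more negative score means more quench and so TMEM16A activation or potentiation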
MrgX1 PAM – allosterically activates human MrgX1 receptor signaling. MrgX1-HEK293, Fluo-4 calcium flux, FDSS; active compounds read high. actives 0.63% (n = 310,000). Q96LB2. B-score at 10 µM;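 active = plate-corrected calcium response at least 3 library SD above typical, normal starting fluorescence, not activating the receptor alone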;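 also: compound read alongside a low EC10 to EC30 dose of BAM8-22 agonist; peak minus trough fluorescence over baseline measured at the second addition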
MrgX1 antagonist – antagonists of human MrgX1 receptor. Q96LB2. MRGX1-HEK293 calcium flux, Fluo-4, BAM8-22 antagonism; active compounds read low. B-score at 10 µM. actives 1.3% (n = 310,000);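 active = calcium-response B-score plate-corrected more than 3 library SD below zero, starting fluorescence within 5 deviations, no agonist response on first addition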;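 also: peak minus trough fluorescence over baseline after final BAM8-22 challenge near maximal dose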
RGS4 inh – human RGS4 inhibition. P49798. HEK293 M3R/RGS4 inducible, Fluo-4 calcium flux; active compounds read high; triggered by carbachol at its EC20. B-score at 10 µM. actives 0.45% (n = 310,000). AID 463165;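 active = B-score, a plate-corrected calcium signal, over three deviations above library mean, with baseline fluorescence within five deviations of library mean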;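 also: RGS4 expression induced by doxycycline in cells with stable M3 receptor; B-score is computed from the integrated fluorescence ratio over baseline after carbachol; higher B-score means a larger calcium signal and so more RGS4 inhibition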
Target sequence (P49798 whole entry, looked up): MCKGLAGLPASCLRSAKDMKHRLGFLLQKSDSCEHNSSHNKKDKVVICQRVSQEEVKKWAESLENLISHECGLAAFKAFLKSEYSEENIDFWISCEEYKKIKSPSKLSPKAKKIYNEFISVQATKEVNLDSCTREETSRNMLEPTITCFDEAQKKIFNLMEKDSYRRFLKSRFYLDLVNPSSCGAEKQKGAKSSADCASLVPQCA
An asterisk follows results filed as active; i = inactive; . = not tested or not shown.

SMILES	TRPC6 act	RGS4 act	MrgX1 ag	ANO1 block	HDAC3 inhib	TRPC6 inh	SKKanGAS inh	ANO1 activ	MrgX1 PAM	MrgX1 antagonist	RGS4 inh
CCCCN(CCCC)C(=O)CCS(=O)(=O)c1ccc2c(c1)n(C)c(=O)c(=O)n2C	i	i	i	i	1	i	-5	i	i	i	i
O=C(CN1C(=O)NC(Cc2c[nH]c3ccccc23)C1=O)NC1CC1 (centres undefined)	i	i	i	i	2	i	-14	i	i	i	i
COc1ccc(/C=N/NC(=O)c2cc(-c3ccccc3)nc3ccccc23)c(OC)c1	i	i	i	i	-2	i	26	i	i	i	i
COCCN1CC(=O)N2C(c3cccc(C)c3)c3[nH]c4ccccc4c3C[C@H]2C1=O (some centres undefined)	i	i	i	i	-1	i	20	i	i	i	i
COc1ccccc1OCCSc1nnc(CNC(=O)c2ccco2)n1C	i	i	i	i	-1	i	2	i	i	i	i
Cc1cc(NC(=O)CSc2sc3c(O)cc(=O)[nH]c3c2C#N)ccc1Br	i	i	i	i	-7	i	28	i	i	i	i
CCOC(=O)N1CCC(NC(=O)c2cc(C(=O)Nc3ccc(S(=O)(=O)N4CCCCC4)cc3)ccc2CO)CC1	i	i	i	i	1	i	-14	i	i	i	i
O=C1CC(C(=O)Nc2cccc(F)c2)n2c(nc3ccccc32)N1 (centres undefined)	i	i	i	i	.	i	-4	i	i	i	i
O=C(CN1CCCC1)Nc1nnc(-c2cccs2)s1	i	i	i	i	0	i	-4	i	i	i	i
COc1ccc(C(C(C(=O)c2ccco2)N2CCOCC2)N2CCOCC2)cc1 (centres undefined)	i	i	i	i	-4	i	3	i	i	i	i

Pulled by compound from above, two records:
SMILES	TRPC6 act	RGS4 act	MrgX1 ag	ANO1 block	HDAC3 inhib	TRPC6 inh	SKKanGAS inh	ANO1 activ	MrgX1 PAM	MrgX1 antagonist	RGS4 inh
COc1ccc(/C=N/NC(=O)c2cc(-c3ccccc3)nc3ccccc23)c(OC)c1	i	i	i	i	-2	i	26	i	i	i	i
COCCN1CC(=O)N2C(c3cccc(C)c3)c3[nH]c4ccccc4c3C[C@H]2C1=O (some centres undefined)	i	i	i	i	-1	i	20	i	i	i	i

Next section
SMILES	TRPC6 act	RGS4 act	MrgX1 ag	ANO1 block	HDAC3 inhib	TRPC6 inh	SKKanGAS inh	ANO1 activ	MrgX1 PAM	MrgX1 antagonist	RGS4 inh
Cn1ncc(Br)c1NC(=O)CSc1ccc(Cl)cc1	i	i	i	i	1	i	2	i	i	i	i
COc1ccc(NC(=O)C(CC(=O)O)Cc2ccc(C)cc2)cc1 (centres undefined)	i	i	i	i	-4	i	2	i	i	i	i
Cc1cccc(CSc2nnc(-c3cccs3)n2Cc2ccco2)c1	i	i	i	i	8	i	11	i	i	i	i
CCNC(=S)N/N=C/c1cccs1	i	i	i	i	8	i	6	i	i	i	i
Cc1ccc(C(=O)NCCN2CCOCC2)c(Cl)c1	i	i	i	i	-5	i	-2	i	i	i	i
COC(=O)c1ccc2c(c1)NC(=O)CS2	i	i	i	i	-3	i	-1	i	i	i	i
CCOc1cc(NC(=O)c2ccccn2)c(OCC)cc1NC(=O)c1ccc(C)cc1	i	i	i	i	6	i	-7	i	i	i	i
CCNCCC(CCC(C)C)c1ccc2c(c1)OCO2 (centres undefined)	i	i	i	i	6	i	13	i	i	i	i
CSCCC(NS(=O)(=O)c1cccc(C(F)(F)F)c1)C(=O)N(C)CCOc1ccc(Cl)cc1 (centres undefined)	i	i	i	i	1	i	10	i	i	i	i
O=C(O)c1ccc(NC(=O)c2cn(-c3ccccc3)nc2-c2ccc(Cl)cc2)cc1	i	i	i	i	5	i	10	i	i	i	i
CCOC(=O)Nc1cc(C(=O)OC)cc(C(=O)OC)c1	i	i	i	i	-1	i	-6	i	i	i	i
COCCn1c(SCC(=O)Nc2ccccc2C)nc2c(oc3ccccc32)c1=O	i	i	i	i	3	i	-1	i	i	i	i
COc1cc(CNCc2ccc(C(=O)O)cc2)ccc1OCc1ccc(F)cc1	i	i	i	i	0	i	0	i	i	i	i
O=C(Cc1c[nH]c2ccccc12)Nc1ccccc1N1CCOCC1	i	i	i	i	6	i	-5	i	i	i	i
COc1cccc(N2CC(C(=O)Nc3ccc(C(=O)OC(C)C)cc3)CC2=O)c1 (centres undefined)	i	i	i	i	-1	i	12	i	i	i	i
CCCOc1ccc(C(=O)NNC(=S)NC(=O)c2ccccc2[N+](=O)[O-])cc1	i	i	i	i	4	i	78*	i	8.4*	i	i
CC1=C(C(=O)OCc2ccccc2)C(c2ccccc2Cl)NC(=O)N1CCCC(=O)O (centres undefined)	i	i	i	i	-1	i	1	i	i	i	i
COc1ccc(NC(=O)CCNS(=O)(=O)c2ccc3c(c2)c(=O)n(C)c(=O)n3C)cc1	i	i	i	i	-4	i	-6	i	i	i	i
Cc1onc(-c2ccccc2Cl)c1C(=O)N/N=C(\N)COc1ccc(Cl)cc1	i	i	i	i	-8	i	-6	i	i	i	i
CC(C)N1CCN(C(=O)c2cccc(Cl)c2)CC1	i	i	i	i	-9	i	2	i	i	i	i
COc1ccc(NC(=O)CSc2nnc(-c3cccnc3)o2)c(OC)c1	i	i	i	i	7	i	-7	i	i	i	i
CCn1c2ccccc2c2cc(NC(=O)c3ccc([N+](=O)[O-])cc3)ccc21	i	i	i	i	-1	i	-5	i	i	i	i
Cc1ccc(NC(=O)C2(c3ccccc3)CCCC2)nc1	i	i	i	i	4	i	28	i	i	i	i
O=C(OCC(=O)N1N=C(c2ccc(Cl)cc2)CC1c1ccco1)c1ccco1 (centres undefined)	i	i	i	i	15	i	8	i	i	i	i
CN(C)c1ccc(/C=N/N=C2/NC(=O)/C(=C/c3ccc([N+](=O)[O-])cc3)S2)cc1	.	.	i	i	3	.	.	i	i	i	.
O=c1cc(CSc2nnc(-c3ccccc3)o2)c2ccccc2[nH]1	i	i	i	i	-1	i	-7	i	i	i	i
CN1C(=O)N(C)c2ccc(Br)c3cccc1c23	i	i	i	i	-2	i	3	i	i	i	i
Cc1ccc(C)c(S(=O)(=O)N2CCN(C(=O)Nc3ccccc3)CC2)c1	i	i	i	i	1	i	-11	i	i	i	i
COC(=O)c1sc(N2C(=O)C(O)=C(C(=O)c3ccc(C)o3)C2c2ccco2)nc1C (centres undefined)	i	i	i	i	0	i	13	i	i	i	i
CCOC(=O)c1ccc(NC(=O)CSc2nnc(C3CC3)n2CC)cc1	i	i	i	i	-15	i	3	i	i	i	i
NC(=O)COc1ccc(NC(=O)c2ccccc2-c2ccccc2)cc1	i	i	i	i	3	i	0	i	i	i	i
COc1ccc(-n2c(SCC#N)nnc2-c2cccnc2)cc1	i	i	i	i	1	i	-2	i	i	i	i
C=C(C)Cc1c(C)c(C#N)c2nc3ccccc3n2c1NCCCN(C)C	i	i	i	i	-1	-7.2*	0	i	i	i	i
COC(=O)c1cccc(C23CC4(C2)[C@H](CN(Cc2cccnc2)[C@@H]4c2ccccc2)C3c2ccc(C(F)(F)F)cc2)c1 (some centres undefined)	i	i	i	i	4	i	15	.	i	i	i
Cc1ccc(S(=O)(=O)Nc2ccc3c(c2)nc(C)n3C)cc1	i	i	i	i	1	i	-1	i	i	i	i
CC1(C)CCC(=O)N(c2ccc(OC(F)(F)F)cc2)C1=O	i	i	i	i	0	i	0	i	i	i	i
N#C/C(=C\c1cccc(O)c1)c1nc2ccccc2o1	i	i	i	i	.	i	-3	i	i	i	i
COC(=O)c1c(NC(=O)c2cccnc2)sc(C(=O)N(C)C)c1C	i	i	i	i	-4	i	4	i	i	i	i
C=CCNC(=O)c1cnc(-c2ccccc2)nc1-c1ccccc1	i	i	i	i	1	i	6	i	i	i	i
COc1ccc(C(c2nnnn2CC2CCCO2)N2CCN(c3cccc(C)c3C)CC2)cc1 (centres undefined)	i	i	i	i	5	i	-7	i	i	i	i
CN1C(=O)c2ccccc2Sc2ccc(C(=O)O)cc21	i	i	i	i	-2	i	1	i	i	i	i
COc1ccc(-c2cc(C(=O)NN)[nH]n2)cc1OC	i	i	i	i	-2	i	1	i	i	i	i
CC1(C)CC(=O)/C(=C(\O)CCCN2C(=O)c3ccccc3C2=O)C(=NCCO)C1	i	i	i	i	16	i	2	i	i	i	i
O=C(O)c1cccc(NC(=O)c2ccc(Cl)c(S(=O)(=O)N3CCCCCC3)c2)c1	i	i	i	i	7	i	-1	i	i	i	i
CCOC(=O)c1sc(-c2ccccc2)cc1N	i	i	i	i	-2	i	-4	i	i	i	i
Cc1ccc(/C(N)=N/OC(=O)CSc2ccccc2)cc1	i	i	i	i	9	i	7	i	i	i	i
CC(C)c1ccc(NC(=O)COC(=O)CSc2nnc(N)s2)cc1	i	i	i	i	-4	i	-1	i	i	i	i
CCCNS(=O)(=O)c1ccc2c(c1)n(C)c(=O)n2C	i	i	i	i	0	i	-7	i	i	i	i
Cc1cc(C)c(CSc2ncnc3nc[nH]c23)c(C)c1	i	i	i	i	2	i	0	i	i	i	i
CCCCCCSc1ccc(-c2nc3ccc(C)cn3c2NCc2ccccc2)cc1OC	i	i	i	i	-11	i	33	i	i	i	i
The list goes on:
SMILES	TRPC6 act	RGS4 act	MrgX1 ag	ANO1 block	HDAC3 inhib	TRPC6 inh	SKKanGAS inh	ANO1 activ	MrgX1 PAM	MrgX1 antagonist	RGS4 inh
Cc1nnc2n1N=CC=C(C(C)(C)C)S2	i	i	i	i	0	i	0	i	i	i	i
O=C(C[n+]1cc(-c2ccc(Cl)cc2)n2c1CCC2)Nc1nc(-c2ccc(F)cc2)cs1	i	i	i	i	3	i	9	i	i	i	i
N#CCCS(=O)(=O)c1nnnn1-c1ccccc1	.	.	42*	i	-3	.	.	.	i	i	.
CC(OCC(O)CN(C)Cc1nc2ccccc2c(=O)[nH]1)c1ccc(Cl)cc1 (centres undefined)	i	i	i	i	7	i	23	i	i	i	i
CCCn1nc2cc(C(=O)NCc3ccc(OC(F)(F)F)cc3)ccc2c1OCC	i	i	i	i	0	i	-1	i	i	i	i
Nc1ccccc1C(=O)N(Cc1ccccc1)Cc1ccccc1	i	i	i	i	2	i	-3	i	i	i	i
Cc1ccc(NC(=O)c2noc3c2CCc2ccccc2-3)cc1	i	i	i	i	5	i	4	i	i	i	i
COc1ccc(NS(=O)(=O)c2c(C)n(C)c(=O)n(C)c2=O)cc1	i	i	i	i	-6	i	-2	i	i	i	i
